Screening data (PubChem BioAssay)
GPR35 arrestin U2OS: GPR35 antagonists blocking zaprinast-driven arrestin recruitment, primary screen, imaging, U2OS, beta-arrestin-GFP, zaprinast agonist (AID 2058) | one-dose inhibition, % at 10 µM; IC50 in µM for titrated hits | hit rate 0.052% among 290,000 | U2OS GPR35 beta-arrestin-GFP translocation imaging, zaprinast antagonism; higher % means a stronger effect;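 active = inhibition of at least 50% with at least 30 cells and total cytoplasm GFP at most 10,000,000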
HIV fusion peptide: inhibitors of HIV fusion peptide binding, primary screen, biochemical, uHTS, fluorescence dequenching (AID 1986); inhibition, % at 20 µM, or IC50 in µM where a hit was titrated; cell-free peptide binding, fluorescence dequenching, 30 min; higher % means a stronger effect; hit rate 0.3% among 290,000; in the data active = inhibition mostly above about 52%, no sharp cut-off; inactive = mostly below about 76%; note: some results filed as inactive read as strong as hits
KOR beta-arrestin-1: KOR agonists, beta-arrestin recruitment, primary screen, cell-based, luminescence, uHTS (AID 1777) | KOR beta-arrestin recruitment, luminescence; higher % means a stronger effect | activation, % at 10 µM; hits with a dose series show EC50 in µM | hit rate 0.02% among 280,000; in the data active = activation above about 50%, passing the limit was not always enough; note: a part of the inactive calls stands beside numbers as strong as those of hits
West Nile antiviral: West Nile virus antiviral activity, cell-based, CPE readout (AID 1621); West Nile virus-infected cells, CPE inhibition; higher % means a stronger effect; CPE inhibition, % at 10 µM, or IC50 in µM where a hit was titrated; hit rate 0.02% among 290,000; in the data active = a potency from the dose series; note: strong numbers were not always called active
GPR55 beta-arrestin: GPR55 agonists via beta-arrestin recruitment, primary screen, imaging, U2OS cells, beta-arrestin-GFP redistribution (AID 1961). U2OS GPR55 beta-arrestin-GFP redistribution imaging; higher % means a stronger effect. one-dose activation, % at 10 µM; EC50 in µM for titrated hits. hit rate 0.048% among 290,000;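 active = activation above 40% with more than 50 cells counted in the well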;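 note: U2OS osteosarcoma cells stably expressing GPR55 and beta-arrestin-GFP; plate controls were DMSO negative control for no effect and LPI positive control for full effect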
NS5 inhibitors: Dengue-2 NS5 methyltransferase inhibitors, primary screen, biochemical, confirmation dose response (AID 588689); inhibition, % at 25 µM; hits with a dose series show IC50 in µM; Dengue-2 NS5 methyltransferase capping enzyme assay, biochemical; higher % means a stronger effect; hit rate 0.3% among 340,000; in the data active = a potency from the dose series
NOD1 inhibition: inhibition of NOD1-driven NF-kB reporter – cell-based, luminescence, uHTS, primary screen (AID 1578); NOD1-driven NF-kB luciferase reporter cells, luminescence; higher % means a stronger effect; one-dose inhibition, % at 4 µM; EC50 in µM for titrated hits; hit rate 1% among 290,000; in the data active = inhibition mostly above about 36%, no sharp cut-off; inactive = mostly below about 34%;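 note: HEK-293T reporter cells stimulated with the NOD1 agonist gamma-tri-DAP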
KOR beta-arrestin-2: KOR antagonists, beta-arrestin recruitment, cell-based, luminescence, uHTS (AID 1778); KOR beta-arrestin recruitment, luminescence, antagonist mode; higher % means a stronger effect; inhibition, % at 10 µM, or IC50 in µM where a hit was titrated; hit rate 0.091% among 290,000; in the data active = inhibition above about 50%; note: strong numbers were not always called active
GPR55 LPI antagonism: GPR55 antagonists blocking LPI-driven arrestin recruitment, primary screen, imaging, U2OS, beta-arrestin-GFP, LPI agonist (AID 2013). U2OS GPR55 beta-arrestin-GFP translocation imaging, LPI antagonism; higher % means a stronger effect. one-dose inhibition, % at 10 µM; IC50 in µM for titrated hits. hit rate 0.13% among 290,000;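 active = spots per cell inhibited over 60%, with over 100 cells counted and total cytoplasm intensity under 500,000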;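 note: U2OS cells stably carrying GPR55 and arrestin-GFP stimulated by 5 µM LPI near EC80; imaged beta-arrestin-GFP aggregate spots per cell after agonist stimulation; plate controls were LPI-stimulated DMSO wells for no effect and DMSO wells without LPI for full effect; some results filed as inactive read as strong as hits; confirmed hits need IC50 under 10 µM and bright autofluorescent wells are also inconclusive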
NS5 inhibitors pilot replicate: recorded beside NS5 inhibitors, whose call it bears; inhibition, %; measured here: pilot screen replicate inhibition
Active calls of the source: *; . = no result given; [ ] = remark or other dose. An excerpt; count on the stated rates, not on these rows.

SMILES	GPR35 arrestin U2OS	HIV fusion peptide	KOR beta-arrestin-1	West Nile antiviral	GPR55 beta-arrestin	NS5 inhibitors	NOD1 inhibition	KOR beta-arrestin-2	GPR55 LPI antagonism	others
O=c1c2ccccc2nc2n1CCS2(=O)=O	11%	-0.9%	-0.8%	0.2%	0.4%	.	9%	-21%	-19%
Cc1ccc(CNC(=O)CS(=O)(=O)c2cn(CC(=O)N3CCOCC3)c3ccccc23)cc1	-3%	2.2%	9.3%	-0.7%	0.4%	3%	1%	-10%	18%
COc1cc(NC(=O)N[C@@H](Cc2c[nH]c3ccccc23)C(=O)O)c(C(=O)O)cc1OC	-9%	-0.7%	-2.6%	0.8%	-0.1%	0%	7%	-15%	3%
CC(C)Oc1cccc(C(=O)C2CCCN(C(=O)c3cc(C(F)(F)F)[nH]n3)C2)c1 (stereo unspecified)	3%	2.3%	-1.1%	-0.6%	-0.1%	1%	26%	-4%	-9%
Clc1nc2sccn2c1/C=N/n1cnc2ccccc21	19%	-1.0%	9.0%	-0.1%	-0.3%	-7%	19%	-1%	6%
COc1ccc(CNC(=O)C2CCCN(S(=O)(=O)c3c(C)nn(C)c3C)C2)cc1 (stereo unspecified)	-4%	0.2%	3.7%	-0.9%	-0.2%	-7%	-6%	12%	7%
COc1ccc(-c2cc3c(=O)n(CC(=O)Nc4ccc(Cl)cc4)ncn3n2)cc1	0%	3.4%	3.0%	0.6%	0.4%	2%	-1%	-21%	5%
Cc1ccc(/C=C/c2nc3sc(C(=O)O)c(C)c3c(=O)[nH]2)cc1[N+](=O)[O-]	3%	73%*	4.3%	1.4%	0.6%	-2%	-25%	-71%	-2%
COc1ccc(S(=O)(=O)N(C)CC(=O)NCc2ccccn2)cc1	2%	-0.4%	1.1%	-0.6%	-0.2%	-1%	-21%	-30%	-4%
CCOc1ccc(NC(=O)C(=O)NCc2ccncc2)cc1	4%	0.8%	.	-0.4%	-0.1%	-6%	4%	8%[20 µM]	19%
Cc1ccc(NC(=S)N(C)C(c2ccccc2)c2ccccc2)cc1C	0%	-0.6%	1.5%	-1.1%	-0.1%	-5%	-6%	-5%	-8%
CCOc1ccc(NC(=O)CSc2nnc(-c3ccco3)n2C)cc1	3%	-1.2%	-3.7%	-0.1%	-0.3%	0%	-2%	-1%	-8%
CC(=O)OC[C@H]1O[C@@H](Sc2cccc3cccnc23)[C@H](OC(C)=O)[C@@H](OC(C)=O)[C@@H]1OC(C)=O	-11%	2.1%	2.5%	0.2%	-0.3%	0%	-37%	12%	-1%
COC(=O)C1=C(N)Oc2cc(C)n(Cc3cccnc3)c(=O)c2C1c1cc(OC)ccc1OC (stereo unspecified)	-7%	2.2%	5.0%	0.4%	-0.2%	-4%	-28%	-9%	8%
O=C(Nc1ccc(C(=O)OC[C@@H]2CCCN3CCCC[C@H]23)cc1)c1cccc(Br)c1	11%	-2.3%	1.3%	-0.7%	0.2%	1%	-6%	9%	6%
COc1ccc(NC(=O)COc2cc(O)c3c(c2)OC(C)(C)CC3=O)cc1	14%	-1.7%	0.2%	-0.5%	1.7%	4%	-1%	-69%[20 µM]	16%
CCCOc1ccc(-c2nnn(CC(=O)OCC)n2)cc1	8%	-2.5%	-3.3%	-0.1%	0.7%	-4%	8%	-4%	-6%
COc1ccc2c(c1)C1=C(CC2)C(c2ccc(C)cc2)NC(=S)N1 (stereo unspecified)	9%	1.0%	0.3%	-1.3%	0.0%	14%	-9%	31%	8%
COc1ccc(OC)c(NC(=O)CSc2nnc(-c3cnccn3)n2C)c1	-5%	-1.7%	-2.4%	-0.3%	0.2%	-6%	-25%	2%	3%
S=c1[nH]cc(-c2ccccc2)n1-c1ccccc1	6%	-1.9%	0.6%	0.3%	-0.1%	-13%	-6%	0%	10%
CCNC(=S)N1CCC(n2cnc3ccccc32)CC1	8%	-0.9%	-2.9%	0.1%	-0.1%	-7%	-17%	-12%[20 µM]	1%
CCOC(=O)C1C2C=CC3(CN(Cc4cccs4)C(=O)C13)O2 (stereo unspecified)	7%	-1.3%	-3.8%	0.1%	0.2%	-7%	3%	8%	9%
Cn1c(SCC(=O)Nc2nncs2)nnc1C1CC1	-3%	3.6%	0.5%	0.5%	0.4%	1%	-35%	-3%	-7%
CN(C#N)c1nc(Cl)nc(Nc2cccc(Cl)c2)n1	34%	4.0%	-3.8%	-0.2%	-0.3%	5%	5%	9%	28%
COc1cc(/C=C/C(=O)O)cc(Br)c1O	-3%	0.7%	0.9%	-0.3%	0.0%	-3%	0%	14%	-6%
The list continues.
SMILES	GPR35 arrestin U2OS	HIV fusion peptide	KOR beta-arrestin-1	West Nile antiviral	GPR55 beta-arrestin	NS5 inhibitors	NOD1 inhibition	KOR beta-arrestin-2	GPR55 LPI antagonism	others
COC(=O)C1OC2(OC1C(=O)OC)c1ccccc1-c1ccccc12 (stereo unspecified)	10%	-3.8%	0.7%	0.5%	-0.2%	-6%	-7%	-28%	7%
CCn1c(=O)c(C(=O)Nc2ccccc2)c(O)c2ccccc21	0%	-0.1%	6.6%	-1.2%	1.3%	-9%	-15%	-38%[20 µM]	-17%
Cc1c(CC(=O)NC(C)C)c(=O)oc2cc3c(cc12)CCC(C)(C)O3	12%	-1.2%	-3.3%	-0.4%	0.0%	3%	-4%	15%	-9%
O=C1CCC(C(=O)O)(c2ccccc2)C1 (stereo unspecified)	1%	1.7%	1.3%	0.6%	0.2%	.	-15%	37%	-1%
CC(=O)c1ccc(Nc2ccc([N+](=O)[O-])c3nonc23)cc1	4%	4.0%	-3.5%	-2.3%	-0.2%	-11%	-34%	37%[20 µM]	-13%
CS(=O)(=O)N1CCC(Oc2ccccc2C(=O)N2CCC[C@H]2CO)CC1	6%	1.1%	0.0%	-0.1%	0.0%	-4%	-23%	1%	24%
CCOc1ccc(Nc2nc(N)c([N+](=O)[O-])c(N3CCN(C)CC3)n2)cc1	-1%	-0.4%	-4.1%	0.3%	0.0%	-4%	5%	-14%	7%
N#Cc1cccc(NC(=O)CN2NS(=O)(=O)c3ccccc3C2=O)c1	2%	0.4%	-5.9%	-0.2%	-0.1%	1%	19%	-2%	2%
C=CCNC(=O)c1cc(=O)c2ccccc2o1	-6%	1.0%	-0.2%	0.3%	-0.2%	-2%	-15%	-20%	31%
CCOC(=O)C1CCN(C(=O)CCC(=O)NNc2nc3ccccc3c3nc(C)nn23)CC1	-10%	-1.1%	0.8%	-0.2%	-0.2%	-9%	-19%	-4%	11%
O=C(/C=C/c1ccco1)c1cccnc1	1%	17%	-12%	-0.7%	-0.1%	17%	-8%	21%	12%
COc1ccc(-c2csc(NC(=O)C3CC(=O)N(Cc4ccco4)C3)n2)cc1 (stereo unspecified)	-8%	-1.2%	-0.1%	-0.7%	-0.1%	-2%	-23%	-9%	-4%
O=C(CSc1nc2ccccc2s1)NCc1ccc2c(c1)OCO2	2%	-2.1%	5.2%	-0.8%	0.0%	-2%	-29%	-14%	8%
COc1ccccc1[C@@H]1C(c2ccc(F)cc2)=NN(c2ccccc2)[C@H]1C(=O)N1CCOC1=O	-7%	-3.6%	-3.1%	-0.4%	0.2%	1%	30%	-12%	-3%
COc1ccc([N+](=O)[O-])cc1NC(=O)CCSCCc1ccccn1	1%	-0.5%	-2.7%	-0.6%	1.7%	1%	-9%	-2%	-2%
O=C(Nc1ccccc1C(=O)N1CCCCC1)C1CCCCC1	8%	3.0%	5.5%	0.4%	-0.1%	-5%	4%	18%	3%
Cc1ccc(CCNC(=O)C2CCN(S(=O)(=O)c3ccc4nc5c(c(C(=O)O)c4c3)CCCC5)CC2)cc1	8%	1.7%	2.6%	0.4%	-0.1%	-8%	-5%	-6%	11%
Cc1ccc(S(=O)(=O)n2c([N+](=O)[O-])cnc2C)cc1C	-2%	0.0%	-2.2%	0.2%	-0.2%	7%	-21%	-13%	-2%
COC(=O)c1[nH]c(C)c(/C(O)=C2\C(=O)C(=O)N(CCN3CCOCC3)C2c2ccco2)c1C (stereo unspecified)	12%	-1.1%	2.1%	0.3%	0.3%	7%	2%	-2%	9%
CCOc1ncccc1C(=O)Nc1ccc(S(=O)(=O)NC2=NCCCCC2)cc1	6%	-0.4%	1.4%	-0.9%	0.3%	5%	-36%	-35%	-14%
COC(=O)c1cccc(S(=O)(=O)N2CCCC2)c1	1%	-0.3%	4.7%	-0.1%	-0.3%	-1%	-22%	-39%	-2%
Cc1ccccc1C(=O)NNS(=O)(=O)c1cccc([N+](=O)[O-])c1	0%	-1.4%	-4.5%	0.0%	-0.1%	-3%	-21%	-9%	9%	NS5 inhibitors pilot replicate=1.2
O=C(COC(=O)/C=C/c1cccc(Br)c1)NCCC1=CCCCC1	10%	-0.6%	2.6%	-0.6%	0.2%	4%	39%	.	2%
O=C(O)c1ccc(-n2cccc2)cc1O	-11%	3.6%	-4.3%	0.0%	-0.1%	-2%	-2%	17%	1%	NS5 inhibitors pilot replicate=3.2
COc1cccc(C(=O)Nc2ccc(N(C)C)cc2)c1OC	8%	-2.0%	-0.6%	-0.1%	-0.1%	2%	-20%	-26%	57%
More results follow.
SMILES	GPR35 arrestin U2OS	HIV fusion peptide	KOR beta-arrestin-1	West Nile antiviral	GPR55 beta-arrestin	NS5 inhibitors	NOD1 inhibition	KOR beta-arrestin-2	GPR55 LPI antagonism	others
COc1ccc(-c2noc(-c3cc(C)cc(C)c3)n2)cc1OC	28%	3.0%	5.5%	0.1%	-0.1%	1%	-27%	-8%	-2%
NC(=O)CCCCC(=O)OCCCc1cccs1	7%	1.2%	0.0%	0.1%	-0.4%	-9%	-10%	39%	-3%	NS5 inhibitors pilot replicate=-5.6
COc1cc2c(cc1NC(=O)/C=C/c1ccc([N+](=O)[O-])cc1)oc1ccccc12	7%	0.1%	21%	1.0%	0.1%	3%	7%	4%	-8%
COc1ccc(S(=O)(=O)N2Cc3ccccc3CC2C(=O)Nc2nccs2)cc1OC (stereo unspecified)	-26%	-0.2%	-4.4%	0.6%	-0.1%	-5%	-35%	29%	4%
C=CCCC1(C)C(=O)N(c2ccccc2)c2ccccc21 (stereo unspecified)	10%	-3.5%	-1.8%	-0.8%	-0.5%	-6%	-15%	-9%	0%
CCOc1cccc(-c2c(C(=O)N/N=C/c3cccnc3)nnn2-c2nonc2N)c1	-17%	0.5%	8.1%	0.3%	0.0%	4%	21%	-32%	-33%
O=C(N1CCCCC1)N1CCN(c2ccc(Cl)cc2)CC1	3%	-2.7%	-1.0%	-0.5%	-0.1%	2%	-2%	-30%	5%
CCN(CC)CCNC(=O)c1cc(S(C)(=O)=O)ccc1OC	0%	0.5%	0.5%	.	0.1%	-4%	-11%	-81%	-2%
